NPY-Y2 PAM-ag – potentiators or agonists of human neuropeptide Y receptor Y2; AID 1359; cells expressing NPY-Y2, potentiator/agonist read-out; hit rate 0.45% among 220,000; activation, % at 3.6 µM; in the data active = activation above about 27%;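 note: cells stimulated with NPY near EC25 plus isoproterenol at EC100; 0% = vehicle plus submaximal agonist and 100% = vehicle plus saturating agonist; some results beyond the cut were filed as inactive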
RBBP9 inh – blocks human serine hydrolase RBBP9; AID 1515; recombinant RBBP9, FP-Rh probe fluorescence polarization; O75884; hit rate 0.2% among 220,000; inhibition, % at 7.94 µM;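 active = inhibition above the campaign mean of all tested compounds plus 3 SD, cut at about 14% in these data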;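 note: plate controls were DMSO wells with RBBP9 for no effect and wells lacking RBBP9 protein for full effect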
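System: RBBP9 protein / Quantity: 2.5 µM RBBP9 dispensing solution, before mixing / Also added: Serine-hydrolase probe FP-Rh, 375 nM pre-mixing / Dosing: 7.94 µM single dose, 0.794% DMSO / Timing: enzyme-compound preincubation 30 min, then probe labeling 45 min, 25 °C / Signal: FP readout at 525/598 nm / Controls: DMSO-treated enzyme wells and wells lacking RBBP9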
Hck Nef HTS – inhibitors of human Hck kinase activated by Nef; P08631; Recombinant Hck-YEEI plus Nef, Z-Lyte FRET kinase assay; inhibition, % at 20 µM; hit rate 0.68% among 220,000;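 active = Hck-Nef kinase inhibition above about 50%, limit read from the data; inactive = inhibition below that limit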;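 note: 0% = DMSO with Hck plus Nef and 100% = Hck alone without Nef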
NPY Y1 blocker – antagonists of human neuropeptide Y receptor Y1; P25929; HEK293-CNG Y1 cells, membrane potential fluorescence; NPY at EC95, then isoproterenol; inhibition, % at 3.6 µM; hit rate 1% among 200,000; AID 1040;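 active = inhibition above the campaign mean inhibition of all tested compounds plus 3 SD, cut at about 20% in these data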;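 note: 0% = DMSO wells given NPY plus isoproterenol and 100% = isoproterenol alone without NPY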
Target sequence (P25929 whole entry, looked up): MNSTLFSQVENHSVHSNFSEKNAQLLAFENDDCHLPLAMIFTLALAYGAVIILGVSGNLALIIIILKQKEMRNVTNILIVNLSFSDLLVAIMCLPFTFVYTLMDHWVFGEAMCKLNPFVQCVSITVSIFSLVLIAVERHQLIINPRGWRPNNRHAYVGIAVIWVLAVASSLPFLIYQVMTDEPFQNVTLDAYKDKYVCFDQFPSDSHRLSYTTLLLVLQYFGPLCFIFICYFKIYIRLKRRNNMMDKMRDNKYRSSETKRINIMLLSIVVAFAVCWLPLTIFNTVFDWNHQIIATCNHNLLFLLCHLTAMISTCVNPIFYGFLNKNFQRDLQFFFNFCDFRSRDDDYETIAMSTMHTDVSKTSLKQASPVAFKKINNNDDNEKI
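Assay system: HEK293 cells with Y1 receptor plus CNG channel | Probe or stimulus: NPY (25 nM), isoproterenol (1 µM), Ro 20-1724 (25 µM) | Timing: Compound incubation 1 h at room temperature, readout 45 min post-stimulation | Measured by: Membrane-potential fluorescent dye readout | Benchmarks: High control isoproterenol alone, low control NPY with isoproterenol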
Runt-SMMHC FRET – inhibitors of human RUNX1 Runt domain binding to CBFb-SMMHC | hit rate 0.74% among 220,000 | Cerulean-Runt/Venus-CBFb-SMMHC FRET ratio 530/480, 1 h | AID 1434 | inhibition, % at 20 µM;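 active = mean inhibition across duplicate retests at 20 µM reaching about 50%, limit read from the data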;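 note: 0% = DMSO wells and 100% = wells with excess untagged CBFb-SMMHC; inhibitors lower the FRET ratio by blocking Runt binding to CBFb-SMMHC; some results filed as inactive read as strong as hits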
Target sequence (Q01196 whole entry, looked up, the tested form may be a part): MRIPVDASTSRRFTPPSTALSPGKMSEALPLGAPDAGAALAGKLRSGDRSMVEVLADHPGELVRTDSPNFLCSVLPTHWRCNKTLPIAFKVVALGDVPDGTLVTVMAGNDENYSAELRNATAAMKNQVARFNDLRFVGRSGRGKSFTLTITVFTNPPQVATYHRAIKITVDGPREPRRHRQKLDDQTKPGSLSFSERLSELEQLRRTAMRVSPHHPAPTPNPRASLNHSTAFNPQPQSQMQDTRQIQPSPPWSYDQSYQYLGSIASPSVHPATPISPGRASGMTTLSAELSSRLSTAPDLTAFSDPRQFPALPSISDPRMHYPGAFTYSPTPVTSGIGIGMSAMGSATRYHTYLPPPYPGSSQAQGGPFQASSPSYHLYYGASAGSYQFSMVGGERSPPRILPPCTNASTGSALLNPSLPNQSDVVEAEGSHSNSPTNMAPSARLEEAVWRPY
Target sequence (Q13951 whole entry, looked up, the tested form may be a part): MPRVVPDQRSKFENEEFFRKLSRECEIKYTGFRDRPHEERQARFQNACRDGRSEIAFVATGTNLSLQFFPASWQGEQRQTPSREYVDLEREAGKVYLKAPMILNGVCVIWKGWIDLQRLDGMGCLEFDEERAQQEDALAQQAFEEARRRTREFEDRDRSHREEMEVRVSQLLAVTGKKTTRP
p97 inhibitor – inhibitors of human p97 ATPase | P55072 | recombinant p97 ATPase, Kinase-Glo ATP luminescence, 3 h | inhibition, % at 8 µM | hit rate 0.42% among 220,000; in the data active = inhibition above about 15%;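 note: 0% = DMSO vehicle and 100% = wells lacking enzyme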
Runt-CBFb FRET – blocks binding of human RUNX1 Runt domain to CBFb. hit rate 0.46% among 220,000. Cerulean-Runt/Venus-CBFb FRET ratio 530/480, 1 h. inhibition, % at 20 µM. Q01196+Q13951;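 active = inhibition over about 50% at 20 µM in the single-dose screen, limit read from the data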;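 note: 0% = DMSO wells and 100% = excess unlabeled CBFb competitor control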
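test system = Cerulean-tagged RUNX1 Runt domain (FRET donor) fusion protein | reagent = Venus-CBFb binding partner, 100 nM | incubation = protein complex preformed 1 h, compound exposure 1 h, room temperature, dark | detection = FRET fluorescence | read-out basis = loss of energy transfer signal | controls = 5 µM unlabeled CBFb as full-inhibition high control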
NPY-Y1 PAM-ag – potentiates or activates human NPY-Y1 receptor | NPY-Y1 expressing cells, potentiator/agonist activation | activation, % at 3.6 µM | hit rate 0.37% among 220,000 | AID 1304; in the data active = activation above about 33%, passing the limit was not always enough;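 note: cells stimulated with NPY at EC10 then isoproterenol at EC100; 0% = low agonist plus stimulus and 100% = saturating agonist plus stimulus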
MDM2 E3 inh – blocks human Mdm2 ubiquitin ligase activity | Q00987 | cell-based MDM2 ubiquitination luciferase reporter, 2 h; 0 = plate control, 100 = twice control, blank-subtracted | signal enhancement, % at 5 µM | hit rate 0.11% among 210,000 | AID 1230;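 active = signal enhancement of 30% or more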;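 note: luminescence tracks abundance of the self-degrading MDM2-luciferase fusion protein; higher signal means inhibition of MDM2 E3 ligase activity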
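System: stable MDM2–luciferase fusion reporter cells / Input: 2000 cells seeded into each well / Schedule: 4 h settle plus 2 h compound, 37 °C / Compound: single-point 5 µM / Buffer or medium: cells held in DMEM / Benchmarks: control and blank well means / Evaluation: percent signal gain over controls, blank-subtracted / Measured by: luciferase luminescence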
Active calls of the source: *; · = no result given.

#1 Cc1cccc(C)c1OCC(=O)Nc1ncn[nH]1
#2 COC(=O)c1ccc(Cl)c(NC(=O)CN(c2ccc(OC)c(OC)c2)S(C)(=O)=O)c1
#3 CCOC(=O)c1cc(NC(=O)Nc2cc(C)ccn2)c(C)nc1C
#4 COc1ccc(C2C3C(C)=NN=C3CC(C)(O)C2C(C)=O)cc1 (stereo unspecified)
#5 O=C(CN1C(=O)C2C3C=CC(C3)C2C1=O)Nc1nc2ccccc2[nH]1 (stereo unspecified)
#6 Cc1nc(NC(=O)COC(=O)C(NC(=O)c2ccco2)C(C)C)c(Cl)cc1Cl (stereo unspecified)
#7 c1ccc(Cc2ccc(OCCn3cncn3)cc2)cc1
#8 CCOc1ccccc1OCC(O)CNC (stereo unspecified)
#9 CCn1c(CC(=O)Nc2ccccc2F)nnc1SCC(=O)N1CCN(c2ccccc2)CC1
#10 O=C(NNC1=NS(=O)(=O)c2ccccc21)c1ccccc1

screen / no.	1	2	3	4	5	6	7	8	9	10
NPY-Y2 PAM-ag	-9.2	7.8	-0.2	-5.9	-13.7	3.2	-9.2	94.1*	7.7	12.3
RBBP9 inh	-9.9	-7.8	0.2	-6.1	1.9	5.2	-3.7	-5.0	1.7	-4.7
Hck Nef HTS	0.3	3.0	25.0	0.7	0.7	1.0	0.9	2.2	12.0	16.5
NPY Y1 blocker	-4.0	-5.0	1.6	1.5	1.7	4.7	-5.0	-15.9	-2.2	·
Runt-SMMHC FRET	3.0	-1.3	-3.2	2.7	-1.8	-5.1	2.0	2.8	-3.4	-0.6
p97 inhibitor	0.1	5.1	1.9	-0.3	-2.8	2.6	-2.9	1.2	-2.2	-1.4
Runt-CBFb FRET	2.1	-1.1	7.1	0.2	0.8	1.9	-2.3	1.0	1.1	0.6
NPY-Y1 PAM-ag	-5.7	5.6	5.1	1.0	-4.7	6.3	-6.0	105.7*	-4.0	2.7
MDM2 E3 inh	-18.8	-11.7	-6.9	-15.2	-5.7	-0.4	-12.3	-1.4	-9.4	·

#11 O=C(Nc1cccc(Cl)c1Cl)c1ccncc1
#12 CN1CCN(C(=S)c2ccc(Br)cc2)CC1
#13 O=C(CSc1nnnn1-c1ccccc1)c1ccc(O)cc1O
#14 CCN(CC)CCCn1c(C)cc2c(c1=O)C(c1ccc(OC)c(OC)c1OC)C(C#N)=C(N)O2 (stereo unspecified)
#15 COc1ccc(-c2nc(-c3cccc(C)c3)no2)cc1OC
#16 O=C(NC1CCCCC1)N1CCN(C(c2ccccc2)c2ccccc2)CC1
#17 CCCn1nc(C(=O)Nc2nc3ccccc3[nH]2)c2ccccc2c1=O
#18 CC(CNC(=O)CCc1nnc(CCC2CCCCC2)o1)c1ccccc1 (stereo unspecified)
#19 CCCCC(CC)CNC(=O)/C=C/c1ccc(F)cc1 (stereo unspecified)
#20 O=C(OCC(=O)N1CCN(C(=O)c2ccco2)CC1)c1ccccc1OCc1ccc(Cl)cc1

screen / no.	11	12	13	14	15	16	17	18	19	20
NPY-Y2 PAM-ag	9.7	14.4	20.0	-4.8	8.4	5.4	-14.0	-14.8	-17.0	3.0
RBBP9 inh	-7.0	-6.0	-11.2	-3.8	0.7	-3.0	-14.5	-10.7	-2.8	20.3*
Hck Nef HTS	1.5	1.7	8.1	-0.1	9.4	-0.4	-0.8	-3.3	0.3	-9.7
NPY Y1 blocker	-6.0	-2.9	·	-5.8	5.6	-7.6	6.8	3.3	18.7	2.2
Runt-SMMHC FRET	-3.3	43.8	1.8	-7.9	-8.0	-3.2	2.7	0.1	1.4	-8.6
p97 inhibitor	0.1	2.9	3.2	0.7	-3.5	-5.2	-2.0	-4.5	-2.0	1.5
Runt-CBFb FRET	0.6	50.2*	2.0	·	-1.2	1.5	-5.0	-1.8	-3.9	-3.8
NPY-Y1 PAM-ag	19.5	9.9	5.8	-12.0	31.0	-1.6	-32.6	-4.4	-3.8	-8.7
MDM2 E3 inh	-8.4	-7.5	-0.1	-19.8	-2.1	-5.2	-14.1	-10.3	1.6	-13.6

#21 O=C1c2cccc3c(N4CCCCC4)ccc(c23)C(=O)N1CCO
#22 Cc1cc(CC(=O)O)c(C)cc1CC(=O)O
#23 Cc1nn(C)cc1CNC(=O)c1cccc(Br)c1
#24 COc1cccc(NC(=O)c2ccccc2C(F)(F)F)c1
#25 CCc1cc(=O)oc2cc(C)cc(OCC(=O)C(C)(C)C)c12
#26 CCOc1ccc(OCCn2c(=S)[nH]c3c(N)ncnc32)cc1
#27 O=C(NCc1cccnc1)c1cc(Sc2ccc(F)cc2F)nc2ccccc12
#28 Cc1ccc2nc3c(cc(C#N)c(=O)n3-c3nccs3)c(=O)n2c1
#29 O=C(O)c1ccc2cccnc2c1O
#30 CC(C)CNC(=O)COC(=O)c1ccc(Cl)c(S(N)(=O)=O)c1

screen / no.	21	22	23	24	25	26	27	28	29	30
NPY-Y2 PAM-ag	-18.6	20.7	-3.6	-10.4	-5.9	1.8	11.9	9.5	-14.9	6.0
RBBP9 inh	-6.2	-2.6	9.4	-6.5	3.0	-7.8	4.1	1.6	0.3	6.0
Hck Nef HTS	-8.5	-0.3	0.9	17.2	21.8	16.3	1.8	184.9*	10.6	3.6
NPY Y1 blocker	2.8	6.0	2.1	0.0	3.2	-3.3	0.6	0.3	·	0.3
Runt-SMMHC FRET	-292.8	-2.9	4.1	-2.5	-3.2	31.9	0.6	65.3*	-2.0	-2.3
p97 inhibitor	0.0	1.2	1.6	3.3	1.1	3.8	4.7	4.5	7.8	4.4
Runt-CBFb FRET	-231.6	0.7	-0.1	-0.2	-4.7	13.7	-3.1	12.5	4.5	-0.4
NPY-Y1 PAM-ag	-21.1	23.7	5.7	7.4	-8.6	13.2	-0.8	9.7	14.5	-13.6
MDM2 E3 inh	1.4	-10.6	·	-7.2	-12.0	-8.3	-11.7	-11.3	-13.7	3.1

#31 C/C(CC(=O)Nc1ccccn1)=N\NC(=O)c1ccc2ccccc2c1
#32 Cc1cc(C)nc(Nc2ncn[nH]2)n1
#33 Cc1ccc(C(=O)C2CCN(CC(=O)Nc3ccc4c(c3)OCCO4)CC2)cc1
#34 O=C(Nc1cccc(S(=O)(=O)N2CCOCC2)c1)C(c1ccccc1)N1CCCCC1 (stereo unspecified)
#35 CCc1c(C(C)S(=O)(=O)c2ccccc2)[nH]c(=O)n1CC (stereo unspecified)
#36 COc1ccccc1Nc1nc(N)nc(CN(C)C2CCCCC2)n1
#37 O=C(NCCN1C(=O)C2C3C=CC(C3)C2C1=O)Nc1cccnc1 (stereo unspecified)
#38 CNC(=O)CSc1nc2c([nH]c3ccccc32)c(=O)n1CCOC
#39 O=C(NCCN1CCOCC1)c1ccc(Cl)c(S(=O)(=O)N2CCCCCC2)c1
#40 O=[N+]([O-])c1ccc(N2CCNCC2)cc1NCc1cccnc1

screen / no.	31	32	33	34	35	36	37	38	39	40
NPY-Y2 PAM-ag	-11.3	-10.0	-12.5	-1.2	0.0	-0.3	4.1	-1.1	0.4	2.9
RBBP9 inh	2.1	-4.4	-3.5	-4.3	-3.5	-0.7	-6.3	-0.6	-3.1	-7.8
Hck Nef HTS	1.2	17.0	1.4	20.7	12.0	2.0	1.6	-3.9	-4.0	8.6
NPY Y1 blocker	3.7	3.2	7.5	11.6	-2.2	7.2	-5.4	1.2	0.0	1.1
Runt-SMMHC FRET	-2.4	-1.7	-0.6	-6.2	3.2	-3.4	0.1	-1.4	-6.2	-3.2
p97 inhibitor	3.4	3.7	0.6	2.2	0.9	2.0	-7.4	3.4	1.3	4.4
Runt-CBFb FRET	0.7	-1.9	-0.5	-2.5	2.9	1.3	2.7	1.1	-0.3	-2.6
NPY-Y1 PAM-ag	-25.6	6.8	-12.4	13.4	3.7	-3.8	0.8	-12.7	10.1	-12.9
MDM2 E3 inh	-12.6	0.6	-24.5	-26.8	0.7	-6.6	-6.2	-5.6	-10.5	-2.5

#41 Fc1ccccc1C1c2[nH]c3ccccc3c2CCN1Cc1cccn1-c1ncccn1 (stereo unspecified)
#42 CCN(CC)CCNC(=O)c1cn(CC)c2cc(N3CCN(C(=O)c4ccco4)CC3)c(F)cc2c1=O
#43 Cc1ccc(S(=O)(=O)NC2(C(F)(F)F)NC(=O)N(CCc3ccccc3)C2=O)cc1 (stereo unspecified)
#44 Clc1ccccc1-c1ccc(/C=N/n2cnnc2)o1
#45 COC(C[C@H](O)CC(=O)COCc1ccccc1)OC
#46 CCn1cc(C(=O)N2CCN(c3ccc([N+](=O)[O-])cc3)CC2)c(=O)c2ccc(C)nc21
#47 Cc1csc(NC(=O)CSc2nnc(-c3cccs3)n2C)n1
#48 COC(=O)[C@@H]1CCCN1C(=O)CCc1nnc(CCc2c[nH]c3ccccc23)o1
#49 CNC(=S)NCCc1c[nH]c2ccc(OC)cc12
#50 NNC(=O)c1cc2nc(-c3cccs3)cc(C(F)(F)F)n2n1

screen / no.	41	42	43	44	45	46	47	48	49	50
NPY-Y2 PAM-ag	-48.8	-9.8	-20.9	-1.7	·	3.2	13.2	4.0	12.7	-1.3
RBBP9 inh	-6.6	-6.0	-8.3	-3.0	·	-7.7	-2.7	-6.7	-8.1	-14.6
Hck Nef HTS	-1.5	18.9	12.7	-2.8	28.4	24.7	-0.4	3.7	-0.6	-31.0
NPY Y1 blocker	29.2*	·	13.7	11.2	·	4.5	-1.3	0.1	1.3	-1.9
Runt-SMMHC FRET	13.4	1.9	0.6	2.6	4.6	-3.2	6.4	-4.5	2.9	3.2
p97 inhibitor	5.0	1.2	2.7	0.8	·	4.3	4.2	-3.8	2.8	-6.8
Runt-CBFb FRET	9.1	1.5	-2.5	-0.1	1.7	-4.6	-1.8	-0.2	0.0	2.2
NPY-Y1 PAM-ag	-20.6	10.5	-12.6	-13.2	·	11.5	4.1	20.6	-0.6	-5.9
MDM2 E3 inh	-9.1	-8.7	-4.0	-6.8	18.6	-6.3	-8.3	-23.1	-13.8	-1.8

Compound profiles, as listed above. Screens in order: NPY-Y2 PAM-ag	RBBP9 inh	Hck Nef HTS	NPY Y1 blocker	Runt-SMMHC FRET	p97 inhibitor	Runt-CBFb FRET	NPY-Y1 PAM-ag	MDM2 E3 inh
`NNC(=O)c1cc2nc(-c3cccs3)cc(C(F)(F)F)n2n1` is listed with -1.3	-14.6	-31.0	-1.9	3.2	-6.8	2.2	-5.9	-1.8
`Fc1ccccc1C1c2[nH]c3ccccc3c2CCN1Cc1cccn1-c1ncccn1` (stereo unspecified) is listed with -48.8	-6.6	-1.5	29.2*	13.4	5.0	9.1	-20.6	-9.1
